HEK293 viab = reduces viability of HEK-293 SNCA reporter cells; HEK-293-SNCA-luc viability, GF-AFC fluorescence, 24 h; Potency, µM (titrated, usually from 57.1 µM), for the others: top-dose activity change, negative = cytotoxicity, actives largely listed as cytotoxic; actives 0.12% (n = 150,000); AID 1671193;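 further: potency means the concentration at half of the fitted maximal effect; 0% = DMSO-treated cells and -100% = medium-only wells without cells; nearly all actives have a fitted effect of over 30% in size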
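HEK-293-SNCA-luc cells (1500/well) plated 24 h, then exposed 24 h to a dilution series; GF-AFC added 30 min at 37C, fluorescence 405/540 nm; normalised to medium-only and DMSO wells, Hill fit.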
IP6K1 inhibitor = inhibitors of human IP6K1; actives 0.81% (n = 140,000); activity change, % (series mostly up to about 58 µM); IP6K1 kinase, ADP-Glo luminescence, 2 h; stronger effect = lower value; in the data active means activity change below about -25%
Target sequence (Q92551 whole entry, looked up): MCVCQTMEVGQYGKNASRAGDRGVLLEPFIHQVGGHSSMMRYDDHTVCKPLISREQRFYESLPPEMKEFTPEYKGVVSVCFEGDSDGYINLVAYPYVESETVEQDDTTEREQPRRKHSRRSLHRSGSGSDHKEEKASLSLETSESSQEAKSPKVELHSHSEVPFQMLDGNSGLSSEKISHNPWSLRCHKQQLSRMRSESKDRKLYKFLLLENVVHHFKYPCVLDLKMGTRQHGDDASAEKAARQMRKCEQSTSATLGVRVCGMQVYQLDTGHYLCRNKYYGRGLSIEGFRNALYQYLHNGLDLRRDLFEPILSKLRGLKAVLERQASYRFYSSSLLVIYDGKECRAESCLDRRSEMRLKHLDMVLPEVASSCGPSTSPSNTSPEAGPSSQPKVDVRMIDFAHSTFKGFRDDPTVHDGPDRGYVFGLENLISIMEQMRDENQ
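ADP-Glo luminescence measures ADP made by human IP6K1 during a 2 h RT reaction with ATP/IP6 (mix at 1.3 mM/130 uM); top library doses 57.5 and 19.1 uM final.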
GPT2 inhibitor = blocks human glutamate pyruvate transaminase 2 | Q8TD30 | Recombinant GPT2, coupled pyruvate oxidase/HRP Amplex Red fluorescence | Potency, µM (titrated, usually from 57.7 µM), for inactives: at the highest dose activity change, negative = inhibition, hits mostly inhibitors | actives 0.25% (n = 100,000); further: potency means the concentration at half of the fitted maximal effect; nearly all actives have a fitted effect of over 60% in size; many of its hits are not listed in these tables
Target sequence (Q8TD30 whole entry, looked up): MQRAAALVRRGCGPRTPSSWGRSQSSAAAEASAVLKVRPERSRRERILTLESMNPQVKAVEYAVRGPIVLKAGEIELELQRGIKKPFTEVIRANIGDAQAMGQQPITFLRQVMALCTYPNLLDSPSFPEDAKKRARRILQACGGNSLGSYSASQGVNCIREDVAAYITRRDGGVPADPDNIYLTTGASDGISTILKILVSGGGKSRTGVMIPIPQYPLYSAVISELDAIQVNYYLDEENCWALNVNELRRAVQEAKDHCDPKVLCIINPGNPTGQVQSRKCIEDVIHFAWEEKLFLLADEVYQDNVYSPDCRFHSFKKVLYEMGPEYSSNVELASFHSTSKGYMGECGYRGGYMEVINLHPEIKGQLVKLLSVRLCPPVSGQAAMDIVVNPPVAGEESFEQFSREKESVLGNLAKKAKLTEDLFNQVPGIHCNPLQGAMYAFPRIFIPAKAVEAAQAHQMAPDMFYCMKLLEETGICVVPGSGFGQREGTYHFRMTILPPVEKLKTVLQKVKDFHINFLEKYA
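Fluorescence of coupled pyruvate oxidase/HRP/Amplex Red system (50uM Amplex, 30 min, dark) reports pyruvate formed by GPT2. Enzyme reaction: 10ng/uL GPT2, 2mM L-alanine, 250uM a-KG, 30 min room temperature, pH 7.5; 50uM AOA control.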
NIH3T3 tox = NIH 3T3 cell cytotoxicity. NIH 3T3 viability, CellTiter-Glo ATP luminescence, 48-72 h. Potency, µM (highest dose often 96.7 µM), without a hit: at the highest dose activity change, negative = cytotoxicity, usual class: inhibitors. actives 4.3% (n = 94,000). AID 1345082; further: potency means the concentration at half of the fitted maximal effect; nearly all actives have a fitted effect of over 55% in size
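NIH 3T3 cells at 400 cells/well received 23 nL of compound by pintool and were incubated 48 or 72 h at 37 °C. Viability was read as ATP-coupled CellTiter-Glo luminescence.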
HEK293 tox = cytotoxic compounds in HEK 293 cells. actives 6.6% (n = 94,000). Potency, µM (titrated, usually from 115 µM), inactives show top-dose activity change, negative = cytotoxicity, hits mostly inhibitors. AID 1345083. HEK 293 viability, ATP luminescence (CellTiter-Glo), 48-72 h; further: potency means the concentration at half of the fitted maximal effect; nearly all actives have a fitted effect of over 60% in size
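Cytotoxicity was scored by loss of ATP-coupled luminescence (CellTiter-Glo) in HEK 293 cells. Compound treatment ran 48 or 72 hr at 37 degree Celsius, 5% CO2, 95% humidity.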
FLuc inh = inhibitors of firefly (Photinus pyralis) luciferase | purified P. pyralis luciferase, luminescence, biochemical | Potency, µM (highest dose often 115 µM), inactives show top-dose activity change, negative = inhibition, usual class: inhibitors | actives 2.5% (n = 76,000) | AID 1347043; further: potency means the concentration at half of the fitted maximal effect; nearly all actives have a fitted effect of over 65% in size
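Inhibitors were tested against purified firefly luciferase in a biochemical, low-substrate format (both substrates at 10uM) and luminescence measured with a CCD imager.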
SNCA expr inhib = inhibitors of alpha-synuclein (SNCA) gene expression; HEK-293 SNCA-luciferase knock-in, luminescence, 24 h; Potency, µM (series often up to 57.2 µM), for the others: at the highest dose activity change, negative = inhibition, actives largely listed as inhibitors; actives 0.17% (n = 140,000);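 further: potency means the concentration at half of the fitted maximal effect; plate controls were DMSO cells for no effect and cell-free wells for full effect; nearly all actives have a fitted effect of over 45% in size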
An asterisk follows results filed as active; i = inactive; ? = inconclusive; / = no result given; & = joins results of further samples; [ ] = another dose, or the depositor's remark. Unless noted, the call rests on the fitted dose curve; in most records, active means well fitted curve in the direction sought with a large enough effect; inconclusive means small, poorly fitted or top-dose-only effect, or another doubt; inactive means no such curve, though single readings can be large; an effect the other way counts as inactive or inconclusive. Unless noted, on the % scale 0 is the no-effect control and ±100 the full control effect. An excerpt, so the mix of outcomes need not match the whole.

Letter code: A = HEK293 viab; B = IP6K1 inhibitor; C = GPT2 inhibitor; D = NIH3T3 tox; E = HEK293 tox; F = FLuc inh; G = SNCA expr inhib
O=S(=O)(c1cccc(Cl)c1)n1c(/C=C/c2ccccc2Cl)nc2ccccc21
  A: -23%	B: -39*	C: /	D: /	E: /	F: /	G: ?
COc1ccc(CN[C@H]2C[C@H]3C(=O)NC[C@@H](CCC(=O)NCc4ccc(F)cc4)N3C2)cc1
  A: -1%	B: 1	C: -9%	D: 2%	E: -5%	F: -2%	G: -6%
CCN1CCC2(CCC1=O)CN(Cc1nc(C(=O)NC)no1)CCN2C (stereo not given)
  A: 11%	B: 1	C: 0%	D: 2%	E: 1%	F: 6%	G: 4%
COc1cc(Cl)ccc1C(=O)N1CCN(c2cc(C(F)(F)F)nc(C)n2)CC1
  A: -11%	B: 4	C: -8%	D: ?	E: ?	F: 4%	G: -17%
Cc1ccc(S(=O)(=O)Cc2noc([C@@H]3C[C@@H](O)CN3Cc3ccc(C(F)(F)F)cc3)n2)cc1
  A: -4%	B: 0	C: 3%	D: ?	E: ?	F: -1%	G: 17%
CC1CCN(CCCC(=O)c2ccc(F)cc2)CC1
  A: -8%[23.9 µM]	B: 14	C: i	D: /	E: /	F: /	G: -34%[25.6 µM]
O=c1c2c3c(sc2n(Cc2cc(=O)n4ccccc4n2)c(=O)n1-c1ccccc1)CCC3
  A: 3%	B: 2	C: /	D: /	E: /	F: /	G: -12%
Cc1nc2scc(CC(=O)N3CCCC3)n2c(=O)c1-c1cc(C)n(-c2ccccc2F)n1
  A: 1%	B: -7	C: -4%	D: -1%	E: 0%	F: -3%	G: 9%
COc1ccc(OC)c(C2CC(=O)Nc3c2c(=O)[nH]c2nc4ccccc4n32)c1 (stereo not given)
  A: 3%	B: 15	C: /	D: /	E: /	F: /	G: -12%
CC(C)CC(=O)N1CCCC(Cc2nncn2C(C)C)C1 (stereo not given)
  A: 10%	B: -10	C: -1%	D: -28%	E: ?	F: -12%	G: 14%
Cc1cc(C)c2c(=O)cc(CSc3nnc(-c4ccccc4)n3C)[nH]c2c1
  A: -24%	B: 0	C: /	D: /	E: /	F: /	G: 59%[activator]
CCc1ccccc1S(=O)(=O)N1CCC2(CC1)C(=O)N(CC)c1ccccc12
  A: -9%	B: 4	C: i	D: ?	E: ?	F: -1%	G: -5%
O[C@@H](COc1cccc2ncccc12)CN1CCN(C2c3ccccc3[C@@H]3[C@H](c4ccccc42)C3(F)F)CC1 (stereo not given in full)
  A: ?	B: -6&-3	C: 4%	D: /	E: /	F: /	G: ?
Cc1ccc(-n2nc(C(=O)N3CCN(c4ccc(F)cc4)CC3)c(=O)n(C)c2=O)cc1
  A: -4%	B: 5	C: /	D: /	E: /	F: /	G: -12%
CCCNC(=O)NCC(=O)N1CCCCCNC(=O)CC1c1ccccc1 (stereo not given)
  A: -1%	B: -4	C: -3%	D: i	E: 0%	F: -4%	G: 10%
COc1cncc(Nc2ncc(-c3cccc(N(C)C)c3)c3c2OCC3)c1
  A: -13%[87.6 µM]	B: 20	C: -10%[88.5 µM]	D: ?	E: -80%[172 µM]	F: -17%[172 µM]	G: ?
OCC1CN(Cc2ccccc2)CC12CCN(Cc1ccncc1)CC2 (stereo not given)
  A: -5%	B: 13	C: -14%	D: ?	E: ?	F: -6%	G: -30%
COc1ccc(C2=NOC(C(=O)NC(C)(C)C)C2)cc1 (stereo not given)
  A: -4%	B: -10	C: i	D: i	E: 9%	F: -6%	G: 13%
COc1ccc(-c2noc([C@@H]3CCCN3C(=O)Cc3ccccc3C)n2)cc1OC
  A: -16%	B: 4	C: i	D: ?	E: ?	F: -1%	G: 6%
COc1ccc(CCNC(=O)c2cnn(-c3ccc(F)cc3)c2C2CCN(C(=O)OC(C)(C)C)CC2)c(OC)c1
  A: -22%	B: -1	C: /	D: /	E: /	F: /	G: ?
Cc1nn(-c2ccccc2)c2sc(C(=O)Nc3ccccc3Br)cc12
  A: 4%	B: 0	C: /	D: /	E: /	F: /	G: -5%
COc1cccc(NC(=O)C2CCN(c3nnc(-n4c(C)ccc4C)s3)CC2)c1
  A: -2%	B: 8	C: /	D: /	E: /	F: /	G: -4%
O=C(CCn1ccn2nc3c(c2c1=O)CCCC3)Nc1ccc(F)c(Cl)c1
  A: -3%	B: 0	C: -6%	D: ?	E: ?	F: -16%	G: 6%
C[C@@H]1CN(C(=O)CCCc2ccccc2)C[C@@]1(O)C1CC1
  A: 0%	B: 2	C: 0%	D: 2%	E: i	F: ?	G: 95%[activator]
O=C(N[C@@H]1CCOC[C@H]1OCCO)c1ccc2c(c1)ncn2CCO
  A: 10%	B: -14	C: i	D: -8%	E: -11%	F: -2%	G: 26%
Cc1nc2nncn2c(NCc2ccc(Cl)cc2)c1C
  A: -4%	B: -8	C: /	D: /	E: /	F: /	G: 0%
O=C(NCc1ccccc1)c1ccc2c(c1)sc1nc(-c3ccc(F)cc3)cn12
  A: -2%	B: 20	C: /	D: /	E: /	F: /	G: 135%[activator]
O=[S+]([O-])(NC1CCN(c2nc3ncccc3o2)CC1)c1cccc(C(F)(F)F)c1
  A: -8%	B: -8	C: 4%	D: ?	E: ?	F: -1%	G: -6%
CCOC(=O)C(Cc1cccc(N2CCN(C(=O)c3ccccc3C(F)(F)F)CC2)c1)OC (stereo not given)
  A: /	B: 9	C: /	D: ?	E: ?	F: /	G: /
CC(C)Oc1ccccc1C1C=C(C(=O)O)Nc2ncnn21 (stereo not given)
  A: -2%	B: -18	C: /	D: /	E: /	F: /	G: 21%

No new results follow: an excerpt of the list.
Letter code: A = HEK293 viab; B = IP6K1 inhibitor; C = GPT2 inhibitor; D = NIH3T3 tox; E = HEK293 tox; F = FLuc inh; G = SNCA expr inhib
OCC1CN(Cc2ccccc2)CC12CCN(Cc1ccncc1)CC2 (stereo not given)
  A: -5%	B: 13	C: -14%	D: ?	E: ?	F: -6%	G: -30%
COc1ccc(C2=NOC(C(=O)NC(C)(C)C)C2)cc1 (stereo not given)
  A: -4%	B: -10	C: i	D: i	E: 9%	F: -6%	G: 13%
COc1ccc(-c2noc([C@@H]3CCCN3C(=O)Cc3ccccc3C)n2)cc1OC
  A: -16%	B: 4	C: i	D: ?	E: ?	F: -1%	G: 6%
COc1ccc(CCNC(=O)c2cnn(-c3ccc(F)cc3)c2C2CCN(C(=O)OC(C)(C)C)CC2)c(OC)c1
  A: -22%	B: -1	C: /	D: /	E: /	F: /	G: ?
Cc1nn(-c2ccccc2)c2sc(C(=O)Nc3ccccc3Br)cc12
  A: 4%	B: 0	C: /	D: /	E: /	F: /	G: -5%
COc1cccc(NC(=O)C2CCN(c3nnc(-n4c(C)ccc4C)s3)CC2)c1
  A: -2%	B: 8	C: /	D: /	E: /	F: /	G: -4%
O=C(CCn1ccn2nc3c(c2c1=O)CCCC3)Nc1ccc(F)c(Cl)c1
  A: -3%	B: 0	C: -6%	D: ?	E: ?	F: -16%	G: 6%
C[C@@H]1CN(C(=O)CCCc2ccccc2)C[C@@]1(O)C1CC1
  A: 0%	B: 2	C: 0%	D: 2%	E: i	F: ?	G: 95%[activator]
O=C(N[C@@H]1CCOC[C@H]1OCCO)c1ccc2c(c1)ncn2CCO
  A: 10%	B: -14	C: i	D: -8%	E: -11%	F: -2%	G: 26%
Cc1nc2nncn2c(NCc2ccc(Cl)cc2)c1C
  A: -4%	B: -8	C: /	D: /	E: /	F: /	G: 0%
O=C(NCc1ccccc1)c1ccc2c(c1)sc1nc(-c3ccc(F)cc3)cn12
  A: -2%	B: 20	C: /	D: /	E: /	F: /	G: 135%[activator]
O=[S+]([O-])(NC1CCN(c2nc3ncccc3o2)CC1)c1cccc(C(F)(F)F)c1
  A: -8%	B: -8	C: 4%	D: ?	E: ?	F: -1%	G: -6%
CCOC(=O)C(Cc1cccc(N2CCN(C(=O)c3ccccc3C(F)(F)F)CC2)c1)OC (stereo not given)
  A: /	B: 9	C: /	D: ?	E: ?	F: /	G: /
CC(C)Oc1ccccc1C1C=C(C(=O)O)Nc2ncnn21 (stereo not given)
  A: -2%	B: -18	C: /	D: /	E: /	F: /	G: 21%

The list continues.
Letter code: A = HEK293 viab; B = IP6K1 inhibitor; C = GPT2 inhibitor; D = NIH3T3 tox; E = HEK293 tox; F = FLuc inh; G = SNCA expr inhib
Cn1ncc(N2CCCC(CC(=O)Nc3ccc(F)cc3F)C2)cc1=O (stereo not given)
  A: -4%	B: 11	C: -23%	D: -4%	E: -7%	F: -8%	G: -11%
COc1ccc(-c2c(C)nn3c(N4CCN(c5cc(Cl)ccc5C)CC4)cc(C)nc23)cc1OC
  A: -5%	B: 1	C: /	D: /	E: /	F: /	G: 37%
CC(C)(O)C(O)C(=O)OCc1ccc(O[C@@H]2O[C@H](CO)[C@@H](O)[C@H](O)[C@H]2O)cc1 (stereo not given in full)
  A: -4%[23.9 µM]	B: -8	C: i	D: /	E: /	F: /	G: /
CN(C)[C@@H]1CO[C@H](CNC(=O)CC(C)(C)C)[C@H]1O
  A: 3%[87.6 µM]	B: -2	C: 2%[88.5 µM]	D: -1%[230 µM]	E: 4%[230 µM]	F: -1%[230 µM]	G: -25%[87.6 µM]
COc1ccccc1CCNC(=O)Cc1c(C)c2c(cc(C)c3c(C)c(C)oc32)oc1=O
  A: 7%	B: -11	C: /	D: /	E: /	F: /	G: -6%
Cc1ccc(C(=O)Nc2ccc(-c3nc4ccccc4s3)c(O)c2)c(C)c1
  A: -7%	B: 2	C: /	D: /	E: /	F: /	G: 243%[activator]

High-throughput results (PubChem)
